S3 lipid droplet = qHTS Assay for Lipid Storage Modulators in Drosophila S3 Cells. Potency in µM for hits, for the others lipid storage change, negative = inhibition, % at the top dose, mostly 46.1 µM. Drosophila S3 cells, BODIPY lipid droplet fluorescence, 18-24 h; cells fed with added oleic acid. hit rate 0.64% among 320,000; active = well fitted inhibition curve with a large enough effect in the signal ratio, with a control signal flat, not every such curve was filed as active; inconclusive = small, poorly fitted or top-dose-only effect, or effect the other way, or a change in a side signal; the % refers to the signal ratio
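Drosophila S3 cells loaded with oleic acid (400 uM, as added) and compounds at several concentrations; lipid droplets imaged by 488-nm laser-scanning cytometry, 500–530 nm intensity and object ratio to cell channel. Percent activity normalized to 20 uM Triacsin C.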
S3 lipid droplet cell count max = recorded beside S3 lipid droplet, whose call it bears; cell number change, %; measured here: cell count max response;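 cells counted by Cell Tracker Red CMTPX staining in the red channel; peak over a dose series mostly up to 46.1 µM; percent activity relative to internal control wells on each plate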
Numbers without * were called inactive; i = inactive; ? = inconclusive; / = not tested or not shown; [ ] = dose if it differs, or a comment. % is scaled to controls: 0 for no effect and ±100 for the full control effect; potency is read from the fitted curve at half-maximal effect. These rows are one share of the data; rates above refer to the full screens.

Sample of the layout, two compounds:
SMILES | S3 lipid droplet | S3 lipid droplet cell count max
COc1ccccc1CNC(=O)c1cc(S(=O)(=O)N2CCOCC2)cn1C | -14.8% | 22.5
COc1ccc(OC)c(C2/C(=C(/O)c3ccc(C)cc3)C(=O)C(=O)N2Cc2ccco2)c1 (configuration not stated) | 0.3% | 1.5

The listing (from the top)
SMILES | S3 lipid droplet | S3 lipid droplet cell count max
COc1ccccc1CNC(=O)c1cc(S(=O)(=O)N2CCOCC2)cn1C | -14.8% | 22.5
COc1ccc(OC)c(C2/C(=C(/O)c3ccc(C)cc3)C(=O)C(=O)N2Cc2ccco2)c1 (configuration not stated) | 0.3% | 1.5
Cc1cccc2sc(NC(=O)CSCc3ccccc3)nc12 | ? | /
COc1ccc(CCN2CCCn3c2nc2c3c(=O)n(CC(C)C)c(=O)n2C)cc1OC | ? | /
CN(C(=O)CSc1ncnc2scc(-c3ccccc3)c12)C1CCS(=O)(=O)C1 (configuration not stated) | ? | /
Cc1cccc(/C(N)=N/OC(=O)COc2ccc(Cl)cc2)c1 | ? | /
CC(C)OC(=O)COc1cc(O)c2c(=O)cc(-c3ccccc3)oc2c1 | ? | /
COCCCNC(=O)C(C)N1c2cccc3cccc(c23)S1(=O)=O (configuration not stated) | ? | /
CCCCNC(=O)CCn1c(=O)c2ccccc2n(Cc2ccccc2C)c1=O | ? | /
Cc1noc(C)c1CSc1ncnc2ccccc12 | ? | /
Oc1ccc(Cl)cc1C=Nc1ccccc1Br | ? | /
CC(C)Oc1ccc(S(=O)(=O)N2CCCCC2)cc1NC(=O)CN1C(=O)NC(C)(c2ccccc2)C1=O (configuration not stated) | ? | /
CN(C)C(=O)[C@H]1C[C@H]1[C@@H](O)[C@H](CO)NC(=O)[C@H](Cc1ccccc1)NC(=O)OC(C)(C)C | i | 22.3
COc1ccc2c(c1)OC13CCN(C)CC1C2C(C(=O)c1ccc(F)cc1)C(=O)N3 (configuration not stated) | -10.7% | -0.4
Cc1cc(N2CCCC2)n2nc(C)nc2n1 | -0.6% | 20.2
CCOCN(C(=O)Cn1c(C(C)O)nc2ccccc21)c1c(C)cccc1CC (configuration not stated) | -10.7% | 12.6
COc1ccc(/C=C2\SC(=O)N(CC(=O)NC3CCS(=O)(=O)C3)C2=O)cc1 (configuration not stated) | ? | /
Cc1cccc(N2CCN(C(=O)COc3ccc4c(C)cc(=O)oc4c3C)CC2)c1C | ? | /
CC1(C)CC2CC(C)(CN2C(=O)c2cc(-c3ccc(F)cc3)on2)C1 (configuration not stated) | ? | /
Cc1ccc(C(=O)COC(=O)C(C)N2C(=O)C3C4C=CC(C4)C3C2=O)cc1C (configuration not stated) | i | -14.2
Cc1ccc(NC(=O)c2cc([N+](=O)[O-])ccc2N2CCOCC2)cc1S(=O)(=O)N(C)C | 3.5% | 9.8
CCc1ccc(N/C(N)=N/c2nc(CSc3ncccn3)cc(=O)[nH]2)cc1 | -15.3% | 4.1
O=C(Cc1cccs1)NNC(=S)NC(=O)c1ccc(F)c(F)c1 | -1.8% | -3.1
COCCn1c(SCC(=O)N(C)C2CCS(=O)(=O)C2)nc2ccccc2c1=O (configuration not stated) | ? | /
COc1ccc(-c2nn(-c3ccccc3)cc2/C=C(\C#N)C(N)=O)cc1[N+](=O)[O-] | i | -9.8

In another format: entries from further up
Cc1cccc(/C(N)=N/OC(=O)COc2ccc(Cl)cc2)c1
  S3 lipid droplet: ?
  S3 lipid droplet cell count max: /
CC(C)OC(=O)COc1cc(O)c2c(=O)cc(-c3ccccc3)oc2c1
  S3 lipid droplet: ?
  S3 lipid droplet cell count max: /
COCCCNC(=O)C(C)N1c2cccc3cccc(c23)S1(=O)=O (configuration not stated)
  S3 lipid droplet: ?
  S3 lipid droplet cell count max: /
CCCCNC(=O)CCn1c(=O)c2ccccc2n(Cc2ccccc2C)c1=O
  S3 lipid droplet: ?
  S3 lipid droplet cell count max: /

Later entries:
SMILES | S3 lipid droplet | S3 lipid droplet cell count max
COCCCNC(=O)CCC(=O)Nc1ccc2nc(N3CCOCC3)cc(C)c2c1 | i | -17.0
O=C(c1ccc(S(=O)(=O)N2CCC(c3nc4ccccc4s3)CC2)cc1)N1CCOCC1 | ? | /
O=C(NCc1ccccn1)c1ccc(CNS(=O)(=O)c2ccc(F)cc2)cc1 | 1.7% | 14.6
COc1ccc(C(=O)Cn2nnc(-c3cccs3)n2)cc1 | i | /
O=C(C[C@H]1C(=O)N(Cc2ccccc2)C[C@@H]1Cc1ccccc1)Nc1ccccc1 | i | -5.2
O=C(O)CC(NC(=O)OCc1ccccc1)c1ccc(Br)cc1 (configuration not stated) | ? | /
NC12CC3CC(CC(C3)C1)C2 | -11.3% | -7.2
Cc1cccc(C(=O)OCC(=O)Nc2c(C)n(C)n(-c3ccccc3)c2=O)c1 | ? | /
Cc1ccc(CN2CCN(c3ncccn3)CC2)c(C)c1 | 15.0% | 18.4
COc1ccc(CNC(C)C(=O)Nc2ccc3ccccc3c2)cc1OC (configuration not stated) | 25.6% | /
O=C(COC(=O)c1cc(-c2ccc(F)cc2)nc2ccccc12)NCC1CCCO1 (configuration not stated) | ? | /
N#Cc1cnc(SCC(=O)Nc2ccccc2C(F)(F)F)nc1N | 11.8% | 11.1
O=C(CCc1nnc(CCc2ccccc2)o1)N1CCCC1c1nccs1 (configuration not stated) | -2.6% | 11.6
CCC(C)NC(=O)CSc1nc2ccsc2c(=O)n1-c1ccc(OC)cc1 (configuration not stated) | 24.0% | /
NC(=O)c1ccsc1NC(=O)CN1C(=O)C2CC=CCC2C1=O (configuration not stated) | ? | /
C/C(N)=C(/C#N)C(=O)COC(=O)CCSc1ccccc1 | i | /
CC(C(=O)Nc1ccccc1Br)N1c2cccc3cccc(c23)S1(=O)=O (configuration not stated) | ? | /
CCc1cccc(C)c1NC(=O)CN(C)Cc1ccccc1F | 15.2% | /
N#C/C(=C/c1ccc(-c2cc([N+](=O)[O-])ccc2Cl)o1)C(N)=O | -6.2% | 7.8
COCCn1c(SCC(=O)NC(=O)NC2CCCC2)nc2ccccc2c1=O | ? | /
CC(C)n1cc(/C=N\NC(=O)c2cc3c(ccc4ccccc43)o2)c2ccccc21 | 0.3% | -16.6
CSc1nsc(SCC(=O)Nc2cccc(C(C)=O)c2)n1 | ? | /
Cc1cc(C(=O)C(C)OC(=O)c2ccc(NC(=O)CC#N)cc2)c(C)n1-c1ccccc1 (configuration not stated) | ? | /
Cc1onc(-c2ccccc2Cl)c1C(=O)Nc1nnc(-c2cccc([N+](=O)[O-])c2)s1 | i | 17.6
O=C1CC(c2ccccc2)CC(O)=C1C=NCCN1CCN(C(=S)Nc2cccc(Cl)c2)CC1 (configuration not stated) | ? | /

Next compounds:
SMILES | S3 lipid droplet | S3 lipid droplet cell count max
COc1ccccc1C(=O)COC(=O)Cn1nc(C)c([N+](=O)[O-])c1C | ? | /
Cc1ccc(C)c(S(=O)(=O)c2c[nH]c(=S)[nH]c2=O)c1 | ? | /
Cc1cccc(C)c1NC(=O)CCCSc1nnc(-c2ccco2)n1-c1ccccc1 | ? | /
COc1ccc(OC)c(N2CC(O)=C(c3nc4ccccc4s3)C2=N)c1 | -15.7% | 6.4
CCC(C)(C)NC(=O)CN(Cc1ccccc1)C(=O)CCC(=O)Nc1nccs1 | ? | /
CCOC(=O)Cn1nnnc1C(CC)N(Cc1cccs1)Cc1cc2cc(C)ccc2[nH]c1=O (configuration not stated) | ? | /
COc1ccc(/C(C)=N\NC(=O)c2ccc(-c3ccccc3)cc2)c(F)c1 | ? | /
O=C(CCn1c(=S)oc2ccccc21)Nc1ccccc1F | 0.3% | 0.2
CCn1c(C(=O)O)c(CC(=O)Nc2ccccc2F)c2ccccc21 | i | -19.8
CCOC(=O)c1c(NC(=O)CSc2nc3cccnc3n2C)sc(C(C)=O)c1C | ? | /
CC(NC(=S)NNS(=O)(=O)c1cccc([N+](=O)[O-])c1)c1ccccc1 (configuration not stated) | ? | /
COc1ccc(-c2noc(-c3ccc(Cl)cc3)n2)cc1 | i | /
Cc1ccc(C(=O)NC=C(Cl)Cl)cc1 | i | -8.6
Cc1ccccc1NC(=O)COc1ccc(S(=O)(=O)N2CCCC2)cc1C | i | 17.3
CC(=O)c1ccc(S(=O)(=O)N(C)CC(=O)N2CCCCCC2)cc1 | ? | /
CN1C(=O)c2ccc(C(=O)Nc3nccs3)cc2C1=O | -6.7% | -2.7
CCOC(=O)C1CCN(c2nc(C)nc3c2oc2ccccc23)CC1 | ? | /
CN1C(C(=O)NCc2ccco2)CC2Cn3c(nc4ccccc43)C21 (configuration not stated) | ? | /
CC(C)=NOCC(=O)Nn1c(COc2c(C)cccc2C)nc2ccccc2c1=O | i | /
CC(=O)C12OC1CC1C3CCC4=CC(=O)CCC4(C)C3CCC12C (configuration not stated) | ? | /
CC(=O)Nc1ccc(C(=O)NNS(=O)(=O)c2ccc(C)cc2)cc1 | ? | /
CN(c1ccc([N+](=O)[O-])cc1C(=O)Nc1ccccc1)C1CCCCC1 | ? | /
CC(C)NCC(O)COCCOc1ccc(Br)cc1 (configuration not stated) | 0.8% | 23.8
Cc1ccc2c(c1)nnn2C1CCN(CC(=O)N2c3ccccc3CC2C)CC1 (configuration not stated) | 1.4% | -7.1
O=Cc1c(NCc2ccccc2F)c2ccccc2[nH]c1=O | ? | /

Reformatted with two lines to a compound: entries from further up.
Below each SMILES – S3 lipid droplet, S3 lipid droplet cell count max
> O=C(O)CC(NC(=O)OCc1ccccc1)c1ccc(Br)cc1 (configuration not stated)
 : ?, /
> Cc1cccc(/C(N)=N/OC(=O)COc2ccc(Cl)cc2)c1
 : ?, /
> O=C(CCc1nnc(CCc2ccccc2)o1)N1CCCC1c1nccs1 (configuration not stated)
 : -2.6%, 11.6

Carrying on.
SMILES | S3 lipid droplet | S3 lipid droplet cell count max
CCCNS(=O)(=O)c1ccc(CCC(=O)NCc2cccnc2)cc1 | 7.9% | 0.1
CCOC(=O)N1CCN(C(=O)C(CC)n2nc(C)c3sc4ccccc4c3c2=O)CC1 (configuration not stated) | -0.5% | -4.0
Cc1c(C(=O)Nc2ccc(Cl)cc2)c2ccccn2c1CCc1ccncc1 | -12.5% | -14.4
CN(C)C(=O)c1ccc(NC(=O)c2ccccc2Sc2ccccc2C#N)cc1 | 10.8% | /
COC(=O)c1cc(-c2c[nH]c3ccccc23)n[nH]1 | ? | /
CCOc1cc(C(=O)Nc2cc3c(cc2N2CCCC2)n(C)c(=O)n3C)cc(OCC)c1OCC | ? | /
CCn1cnc2c1c(=O)n(Cc1csc(-c3ccccc3)n1)c(=O)n2Cc1ccccc1 | 14.9% | 0.5
CCC1(C)OCC(Cn2c3ccccc3c3ccccc32)O1 (configuration not stated) | ? | /
O=[N+]([O-])c1ccc(Cl)c(S(=O)(=O)Nc2ccc(-c3ccc(N4CCCC4)nn3)cc2)c1 | ? | /
CCOc1ccc(N(CC(=O)NCCc2ccccc2)C(=O)CCC(=O)Nc2cc(C)ccn2)cc1 | ? | /
CC(=O)c1ccc(S(=O)(=O)NCCCC(=O)N(C)Cc2ccc3c(c2)OCO3)cc1 | ? | /
CCOC(=O)CCNC(=O)CNC(=O)OCc1ccccc1 | ? | /
COCCN(C(=O)COC(=O)c1ccc(C)s1)c1c(N)n(Cc2ccccc2)c(=O)[nH]c1=O | ? | /
CC(C)(C)C(=O)NC1(C(F)(F)F)C(=O)Nc2c1c(=O)[nH]c(=O)n2Cc1ccco1 (configuration not stated) | ? | /
COc1ccc(/C(C)=N/N2C(C)CCCC2C)c(OC)c1 (configuration not stated) | -7.4% | -20.4
CCC(CC)c1nn2c(N)c(/C=C3\C(C)=Nc4ccccc43)c(=O)nc2s1 | ? | /
COc1cc(C2Nc3ccccc3C(=O)N2c2ccccc2OC)ccc1O (configuration not stated) | ? | /
Nc1ccccc1Sc1ccc(C(F)(F)F)cc1[N+](=O)[O-] | i | /
CCCc1nnc(SCC(=O)N2C(C)CCCC2C)n1CC (configuration not stated) | 4.7% | 17.7
Cc1ccc(S(=O)(=O)N2CCC(C(=O)C3C(=O)CCCC3=O)CC2)cc1 | ? | /
CCOc1cc(/C=C2\CCn3c2nc2cc(Cl)ccc2c3=O)ccc1O | ? | /
COc1ccc(CCNC(=O)CSc2ccccn2)cc1OC | -7.2% | -0.2
CCN(CC(=O)NCc1cccs1)C(=O)c1ccc([N+](=O)[O-])o1 | ? | /
CC(C)Oc1ccc(CCNC(=O)C2CCC(=O)N(Cc3cccc(F)c3)C2)cc1 (configuration not stated) | i | -24.9
Cc1ccc(SCC(=O)Nc2cc([N+](=O)[O-])ccc2O)cc1 | -22.8% | -1.4

Carrying on:
SMILES | S3 lipid droplet | S3 lipid droplet cell count max
COc1ccc(Nc2ncnc3sc(C)cc23)cc1 | i | /
COC(=O)c1ccccc1NC(=O)CNC(=O)c1ccc(OC)c(OC)c1 | 0.1%[9.22 µM] | -11.7
CC(C)c1ccc(C(=O)CC2(O)C(=O)N(CN3CCOCC3)c3ccccc32)cc1 (configuration not stated) | ? | /
CN(C)CCCN(CCCNC(=O)/C=N/O)Cc1ccccc1 | 6.2% | 0.5
CC(=O)c1ccc(N2CCN(S(=O)(=O)c3cc4[nH]c(=O)c(=O)[nH]c4cc3C)CC2)cc1 | 11.0% | -11.2
Cc1ccc2cccc(OCCCOc3ccccc3F)c2n1 | ? | /
Cc1csc2cc(-c3cccc([N+](=O)[O-])c3)c(-c3cccc([N+](=O)[O-])c3)c[n+]12 | 4.5% | -0.9
COc1ccccc1NS(=O)(=O)c1ccc(C(=O)NCCCn2ccnc2)cc1 | ? | /
COc1ccc([C@@H](C)NC(=O)c2ccc3oc(C(C)C)nc3c2)cc1 | ? | /
CC1(C)CC(=O)C=C(NCCN2CCN(C(=O)Nc3ccc(Cl)cc3)CC2)C1 | 5.3% | 5.8
CCOC(=O)N1CCN(c2ccc([N+](=O)[O-])cc2)CC1 | 15.0% | 10.0
